Screening data: PubChem BioAssay, The Scripps Research Institute Molecular Screening Center
V1R ag counter: agonists of human V1a receptor, primary screen, counter-screen for OXTR agonist project, fluorescence, CHO-V1R cells; Vasopressin V1a receptor (Homo sapiens), P37288; Fluo-8 calcium fluorescence, agonist mode; 0% DMSO, 100% 3 nM vasopressin; activation, % at 3 µM; hit rate 0.25% among 320,000;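 active = activation above the mean activation of all tested compounds plus 3 SD, per screening run, cut at about 20% in these data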;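 also: signal is peak over basal fluorescence ratio across a 100 second FLIPR read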
Target sequence (P37288 whole entry, looked up): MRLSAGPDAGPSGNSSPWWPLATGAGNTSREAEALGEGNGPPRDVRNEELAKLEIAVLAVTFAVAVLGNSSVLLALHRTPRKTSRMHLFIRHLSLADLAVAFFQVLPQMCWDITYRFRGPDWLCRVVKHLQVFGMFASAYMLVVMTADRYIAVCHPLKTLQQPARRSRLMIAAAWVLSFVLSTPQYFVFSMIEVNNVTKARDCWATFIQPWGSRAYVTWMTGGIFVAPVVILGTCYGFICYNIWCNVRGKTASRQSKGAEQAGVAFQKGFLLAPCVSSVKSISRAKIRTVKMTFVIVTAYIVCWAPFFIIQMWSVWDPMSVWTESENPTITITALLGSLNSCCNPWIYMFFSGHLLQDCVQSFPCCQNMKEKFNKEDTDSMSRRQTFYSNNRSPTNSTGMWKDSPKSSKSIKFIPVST
OXTR potentiator: human OXTR potentiators, primary screen, fluorescence, CHO-OTR cells, Fluo-8 calcium | hit rate 0.061% among 320,000 | activation, % at 3 µM | Oxytocin receptor (Homo sapiens), P30559 | Fluo-8 calcium fluorescence, potentiator mode; 0% = oxytocin EC15, 100% = EC100;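 active = activation above that plate's cutoff, the mean activation of tested compounds plus 3 SD, cut at about 6.6% in these data, passing the limit was not always enough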;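 also: 100% uses oxytocin at 75 nM as the full agonist control; some results filed as inactive read as strong as hits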
Target sequence (P30559 whole entry, looked up): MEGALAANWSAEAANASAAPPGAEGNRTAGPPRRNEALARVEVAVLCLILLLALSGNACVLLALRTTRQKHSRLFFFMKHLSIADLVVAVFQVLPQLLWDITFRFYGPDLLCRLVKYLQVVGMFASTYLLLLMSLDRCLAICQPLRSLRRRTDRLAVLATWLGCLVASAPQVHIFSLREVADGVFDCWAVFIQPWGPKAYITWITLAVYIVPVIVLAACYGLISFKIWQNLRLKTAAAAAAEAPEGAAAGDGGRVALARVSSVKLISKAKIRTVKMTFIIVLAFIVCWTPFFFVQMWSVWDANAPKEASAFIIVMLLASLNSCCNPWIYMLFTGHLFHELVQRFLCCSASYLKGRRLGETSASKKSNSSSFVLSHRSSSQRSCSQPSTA
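System: human OTR in CHO cells / Also added: sub-maximal oxytocin, roughly EC15 / Control set: EC15 oxytocin low, 75 nM oxytocin high / Schedule: 6 min compound pre-incubation at room temperature, 100 s kinetic read / Compound: single-point 3.0 µM / Replication: singlicate / Technique: Fluo-8 calcium dye fluorescence / Read-out basis: % activation of max/min ratio relative to oxytocin controls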
GPR7 antagonist: GPR7 receptor antagonists, primary screen, cell-based, fluorescence, single concentration | inhibition, % at 4.4 µM | Neuropeptides B/W receptor type 1 (Homo sapiens), P48145 | GPR7-expressing cells, fluorescence antagonist assay | hit rate 1.1% among 290,000; in the data active = inhibition above about 16%, passing the limit was not always enough;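 also: cells stimulated with the agonist NPW; 0% = agonist with vehicle and 100% = vehicle without agonist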
M1 ag parental: counter-screen for M1 agonists: effect in parental CHO-K1 cells | Fluo-8 calcium fluorescence; scaled to maximal ATP response, vehicle zero | activation, % at 3 µM | hit rate 0.48% among 360,000 | AID 602248, 2012; in the data active = activation above about 15%;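 also: untransfected CHO-K1 host cells lacking M1 receptor as counterscreen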
CHO-K1 Ca PAM: nonselective calcium activators in parental CHO-K1 cells, primary screen, counter-screen for M1 PAM project, cell-based, Fluo-8 calcium fluorescence, full deck, 1536-well | ATP EC20; 0% at ATP EC20, 100% at ATP max | activation, % at 3 µM | hit rate 0.02% among 360,000;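 active = activation above the run cutoff, the mean activation of all test compounds plus 3 SD, cut at about 40% in these data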;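 also: peak over basal fluorescence ratio in a 140 s read after ATP addition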
CHO parental Ca: ATP-evoked calcium signal inhibitors, parental CHO, primary screen, counter-screen for OX1R antagonist project, cell-based, fluorescence, Fluo-8 calcium dye. parental CHO-K1, ATP-induced calcium, Fluo-8 fluorescence. inhibition, % at 5.6 µM. hit rate 0.63% among 330,000. AID 463079, 2010;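 active = inhibition above that plate's mean sample inhibition plus 3 SD, cut at about 26% in these data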;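 also: 0% = ATP-challenged DMSO wells and 100% = DMSO wells without ATP; some compounds past the cut are filed as inactive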
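Measured by: calcium-sensitive Fluo-8 fluorescence / Test system: CHO parental line / Controls: ATP-challenged DMSO wells low, unchallenged DMSO wells high / Measure: % inhibition / Compound: single nominal dose of 5.6 µM per compound / Replicates: single well per compound, no replicates / Reagent: ATP as calcium-mobilizing challenge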
OXTR agonist: human OXTR agonists, primary screen, fluorescence, CHO-OTR cells, Fluo-8 calcium; AID 2435, 2010; activation, % at 3 µM; Fluo-8 calcium fluorescence; normalized: DMSO 0%, oxytocin 100%; hit rate 0.32% among 320,000; Oxytocin receptor (Homo sapiens), P30559;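 active = activation above the mean of all tested compounds plus 3 SD, cutoff set per screening run, cut at about 20% in these data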;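 also: peak over basal fluorescence ratio from a 100 s FLIPR kinetic read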
TAAR1 antag: human TAAR1 antagonists, primary screen, Fluo-8 calcium fluorescence, CHO RD-HGA16 cells. Trace amine-associated receptor 1 (Homo sapiens), Q96RJ0. AID 624466, 2012. inhibition, % at 3 µM. hit rate 1.5% among 360,000. antagonist;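 active = inhibition above a per-plate cutoff, the mean inhibition of test compounds on that plate plus 3 SD, cut at about 49% in these data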;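 also: 0% = DMSO plus EC80 beta-PEA response and 100% = DMSO alone without agonist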
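Material: CHO RD-HGA16 cells bearing hTAAR1; compound dosing: one-point dosing, 3 µM nominal final; schedule: dye loading 75 min at 37 °C, then 30 min room temperature; measured by: calcium fluorescence with Fluo-8; control set: vehicle and agonist controls; replication: n of 1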
CHO-K1 Ca antag: counter-screen for M1 antagonists: effect in parental CHO-K1 cells; inhibition, % at 3 µM; hit rate 0.6% among 360,000; ATP-induced calcium, Fluo-8 fluorescence;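 active = inhibition above a per-plate cutoff, the plate's mean sample inhibition plus 3 SD, cut at about 24% in these data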;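 also: 0% = DMSO plus EC80 ATP and 100% = DMSO alone without ATP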
* hit, by the source's call.

For O=C(c1cn(-c2ccccc2)nc1-c1cccs1)N1CCN(c2ccc(F)cc2)CC1 the results were V1R ag counter 0.6, OXTR potentiator -1, GPR7 antagonist -20, M1 ag parental 3.0, CHO-K1 Ca PAM 21, CHO parental Ca -24, OXTR agonist -0.4, TAAR1 antag 56* and CHO-K1 Ca antag -2.
Screening COc1ccc(C2CC(=O)C(C=NCCN3CCOCC3)=C(O)C2)cc1 (stereo unspecified) returned V1R ag counter 1.4, OXTR potentiator -15, GPR7 antagonist 23*, M1 ag parental 0.3, CHO-K1 Ca PAM 15, CHO parental Ca -15, OXTR agonist 1.3, TAAR1 antag -13 and CHO-K1 Ca antag -7.
Screening COc1ccc(S(=O)(=O)N2CCOCC2)cc1NC(=O)/C=C/c1ccccc1 returned M1 ag parental 0.4, CHO-K1 Ca PAM -6, TAAR1 antag -20 and CHO-K1 Ca antag -6.
For CCCCN1C(=N)N([C@@H](CCC)CN2CCC[C@H]2CN2C(N)=NC[C@H]2C(C)C)C[C@H]1[C@H](C)CC the results were V1R ag counter 0.9, OXTR potentiator -3, M1 ag parental 6.8, CHO-K1 Ca PAM 9, CHO parental Ca -7, OXTR agonist -0.5, TAAR1 antag 4 and CHO-K1 Ca antag 2.
Screening CC(=O)N1CCC(=NNC(=O)c2cc3ccccc3cc2O)CC1 returned V1R ag counter 0.4, OXTR potentiator -2, GPR7 antagonist -3, M1 ag parental 2.4, CHO-K1 Ca PAM -5, CHO parental Ca -6, OXTR agonist -0.7, TAAR1 antag -2 and CHO-K1 Ca antag -8.
For CC(C)(C)SCCNC(=O)CN(c1ccc(F)cc1)S(=O)(=O)c1ccccc1 the results were V1R ag counter -0.5, OXTR potentiator -5, GPR7 antagonist -8, M1 ag parental 0.8, CHO-K1 Ca PAM -2, CHO parental Ca -12, OXTR agonist -2.2, TAAR1 antag -17 and CHO-K1 Ca antag -10.
O=C(CN1CCc2ccccc21)Nc1ccc2c(c1)OCCCO2 was read as V1R ag counter -1.2, OXTR potentiator -9, M1 ag parental 0.6, CHO-K1 Ca PAM -14, CHO parental Ca -13, OXTR agonist -1.3, TAAR1 antag -4 and CHO-K1 Ca antag 2.
Screening Cc1ccc(C)c(S(=O)(=O)NCCCN2CCOCC2)c1 returned V1R ag counter 2.7, OXTR potentiator -2, GPR7 antagonist -6, M1 ag parental 1.4, CHO-K1 Ca PAM -4, CHO parental Ca -4, OXTR agonist 0.4, TAAR1 antag -11 and CHO-K1 Ca antag 2.
CC(C)NC(=O)N(C)C[C@H]1Oc2c(NS(=O)(=O)c3cccs3)cccc2C(=O)N([C@H](C)CO)C[C@@H]1C was read as V1R ag counter 0.1, OXTR potentiator -1, M1 ag parental -0.1, CHO-K1 Ca PAM -12, CHO parental Ca -6, OXTR agonist 0.4, TAAR1 antag 0 and CHO-K1 Ca antag -4.
For COc1cccc(C2CC(C(F)(F)F)n3nc(C(=O)NCc4cccnc4)cc3N2)c1 (stereo unspecified) the results were V1R ag counter 4.0, OXTR potentiator -4, GPR7 antagonist 17, M1 ag parental 2.8, CHO-K1 Ca PAM 5, CHO parental Ca 2, OXTR agonist 4.1, TAAR1 antag -15 and CHO-K1 Ca antag -13.
`CN(c1ccc(C(=O)NCc2ccco2)cc1)S(C)(=O)=O` gave V1R ag counter 0.4, OXTR potentiator -10, GPR7 antagonist -16, M1 ag parental 0.0, CHO-K1 Ca PAM 2, CHO parental Ca -2, OXTR agonist -0.5, TAAR1 antag 4 and CHO-K1 Ca antag -5.
COc1ccc(CNC(=O)c2cccnc2Sc2ccc(C)c(C)c2)cc1 was read as V1R ag counter 4.5, OXTR potentiator -11, GPR7 antagonist -4, M1 ag parental 3.9, CHO-K1 Ca PAM 15, CHO parental Ca -19, OXTR agonist 5.8, TAAR1 antag 25 and CHO-K1 Ca antag 0.
For CCCNC(=O)N1CCC(C(=O)c2ccc(F)cc2)CC1 the results were V1R ag counter 0.3, OXTR potentiator -9, GPR7 antagonist 7, M1 ag parental 0.7, CHO-K1 Ca PAM 11, CHO parental Ca 1, OXTR agonist 0.1, TAAR1 antag 4 and CHO-K1 Ca antag 3.
For Cc1ccccc1S(=O)(=O)Cc1ccc(C(=O)N2CCN(c3ncccn3)CC2)o1 the results were V1R ag counter 0.7, OXTR potentiator -16, GPR7 antagonist -4, M1 ag parental 1.9, CHO-K1 Ca PAM 0, CHO parental Ca -14, OXTR agonist -0.4, TAAR1 antag 15 and CHO-K1 Ca antag -1.
Screening Cc1cc(C)c2nc(N3CCC(C(=O)NCCCN4CCCC4=O)CC3)sc2c1 returned V1R ag counter 2.9, OXTR potentiator 9, GPR7 antagonist -10, M1 ag parental 0.5, CHO-K1 Ca PAM 5, CHO parental Ca -19, OXTR agonist -0.1, TAAR1 antag 2 and CHO-K1 Ca antag 0.
For Cc1ccc(S(=O)(=O)n2c(=O)oc3ccccc32)cc1 the results were V1R ag counter 3.8, OXTR potentiator -4, GPR7 antagonist -11, M1 ag parental 2.6, CHO-K1 Ca PAM 11, CHO parental Ca 1, OXTR agonist 3.7, TAAR1 antag 13 and CHO-K1 Ca antag -1.
`CCOCCNC(=O)c1ccccc1C(=O)NCCOCC` gave V1R ag counter 0.5, OXTR potentiator 5, GPR7 antagonist -14, M1 ag parental -0.2, CHO-K1 Ca PAM -3, CHO parental Ca 9, OXTR agonist 1.1, TAAR1 antag 10 and CHO-K1 Ca antag 30*.
CCNC(=O)CC1C(=O)N(c2ccc(F)cc2)C(=O)N1Cc1ccc(OC)cc1 (stereo unspecified) was read as V1R ag counter 0.2, OXTR potentiator 3, GPR7 antagonist -7, M1 ag parental 1.1, CHO-K1 Ca PAM 16, CHO parental Ca 1, OXTR agonist 0.6, TAAR1 antag 5 and CHO-K1 Ca antag -12.
`COc1cccc(/C(O)=C/C(=O)C(=O)Nc2ccc(S(=O)(=O)NC(C)=O)cc2)c1` gave V1R ag counter -0.3, OXTR potentiator 0, GPR7 antagonist -3, M1 ag parental -0.3, CHO-K1 Ca PAM -7, CHO parental Ca -11, OXTR agonist -0.1, TAAR1 antag -3 and CHO-K1 Ca antag 14.
`Cc1cccc(C(=O)N[C@H](C(=O)Nc2nnc(C3CC3)s2)C(C)C)c1` gave V1R ag counter 1.0, OXTR potentiator 4, GPR7 antagonist -6, M1 ag parental -0.2, CHO-K1 Ca PAM 11, CHO parental Ca -19, OXTR agonist -0.8, TAAR1 antag -16 and CHO-K1 Ca antag 0.
`CCOc1ccc(C2N(c3cc(Cl)ccc3OC)C(=O)C3CCCN32)cc1OC` (stereo unspecified) gave V1R ag counter 0.4, OXTR potentiator -4, GPR7 antagonist -6, M1 ag parental 1.3, CHO-K1 Ca PAM 12, CHO parental Ca -15, OXTR agonist -0.3, TAAR1 antag -13 and CHO-K1 Ca antag 7.
Screening O=S(=O)(/N=C(\Sc1ccccc1)c1ccccc1)c1ccc(Cl)cc1 returned V1R ag counter 0.7, OXTR potentiator -3, GPR7 antagonist -11, M1 ag parental 0.8, CHO-K1 Ca PAM 18, CHO parental Ca 6, OXTR agonist -0.2, TAAR1 antag -2 and CHO-K1 Ca antag -48.
COc1ccccc1C(=O)NCC(=O)Nc1ccc2c(c1)CCC2 was read as V1R ag counter -0.2, OXTR potentiator -2, M1 ag parental 0.2, CHO-K1 Ca PAM 21, CHO parental Ca 0, OXTR agonist -0.9, TAAR1 antag -24 and CHO-K1 Ca antag 1.
Screening CCOC(=O)/C=C/C(=O)Nc1cccc([N+](=O)[O-])c1 returned V1R ag counter 0.1, OXTR potentiator 1, GPR7 antagonist 7, M1 ag parental 0.4, CHO-K1 Ca PAM 16, CHO parental Ca -5, OXTR agonist -1.0 and CHO-K1 Ca antag 2.
COc1ccc(CCn2nnnc2C(CC(C)C)N2CCC(C(N)=O)CC2)cc1OC (stereo unspecified) was read as V1R ag counter 0.6, OXTR potentiator -8, GPR7 antagonist -1, M1 ag parental 0.2, CHO-K1 Ca PAM 9, CHO parental Ca -6, OXTR agonist 0.0, TAAR1 antag 6 and CHO-K1 Ca antag -3.
Screening C/C(=N/NC(=O)CCc1ccccc1)c1ccc2c(c1)OCO2 returned GPR7 antagonist 26*, M1 ag parental 0.5, CHO-K1 Ca PAM -5, TAAR1 antag -19 and CHO-K1 Ca antag -11.
Screening CCN1CCN(c2nc(-c3ccccc3)c3ccccc3n2)CC1 returned V1R ag counter 0.7, OXTR potentiator -2, GPR7 antagonist -5, M1 ag parental 2.8, CHO-K1 Ca PAM 25, CHO parental Ca -17, OXTR agonist 0.1, TAAR1 antag -15 and CHO-K1 Ca antag -25.
Screening O=C(Nc1cccc(F)c1)NC1(C(=O)N2CCN3CCCC3C2)CCCCC1 (stereo unspecified) returned V1R ag counter 0.5, OXTR potentiator -6, GPR7 antagonist 1, M1 ag parental 8.6, CHO-K1 Ca PAM 11, CHO parental Ca -6, OXTR agonist 0.8, TAAR1 antag -7 and CHO-K1 Ca antag -9.
`Cc1c(Cl)cccc1NC(=O)CCCn1cnc([N+](=O)[O-])n1` gave V1R ag counter 0.0, OXTR potentiator -2, GPR7 antagonist -15, M1 ag parental 0.6, CHO-K1 Ca PAM 21, CHO parental Ca -6, OXTR agonist 0.7, TAAR1 antag -8 and CHO-K1 Ca antag -13.
Screening NC(=S)N/N=C/c1ccc(OC(=O)c2cccnc2)cc1 returned V1R ag counter 0.3, OXTR potentiator 1, GPR7 antagonist -3, M1 ag parental 2.0, CHO-K1 Ca PAM -3, CHO parental Ca -7, OXTR agonist 1.9, TAAR1 antag -16 and CHO-K1 Ca antag -19.
`CCN(CC)CCCN=Cc1c(O)n(-c2c(C)cccc2C)c(=O)c2ccccc12` gave V1R ag counter -1.9, OXTR potentiator -7, GPR7 antagonist -5, M1 ag parental -0.3, CHO-K1 Ca PAM 5, CHO parental Ca -19, OXTR agonist -1.3, TAAR1 antag -24 and CHO-K1 Ca antag -7.
